Abeta yeast res – compounds reversing amyloid beta toxicity in yeast; yeast expressing A-beta42, growth rescue, OD600, 48 h; response scale: 0% DMSO, 100% iron-clioquinol control; Potency, µM (titrated, usually from 46.1 µM), without a hit: at the highest dose growth rescue, hits mostly activators; 410,000 tested, 0.063% active; AID 1347071; note: potency is the fitted concentration of half-maximal effect; nearly all actives have a fitted effect of over 55% in size
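Growth rescue measured by 600 nm absorbance after 48 h yeast culture at 30 C with compound. Values normalized between DMSO and an equimolar ferric chloride plus clioquinol control.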
aSyn rescue – rescues yeast growth from alpha-synuclein toxicity. Yeast expressing alpha-synuclein, growth rescue, BacTiter-Glo, 24 h. Potency, µM (highest dose often 46.1 µM), for the others: at the top dose growth rescue (activation), actives largely listed as activators. 370,000 tested, 0.14% active; note: potency is the fitted concentration of half-maximal effect; % of control where 0% means no effect; nearly all actives have a fitted effect of over 65% in size
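Readout is rescue of growth in alpha-synuclein-expressing yeast, so inhibitors of toxicity appear as activators. Growth after 24 hr at 30 deg C in galactose medium is quantified by luminescence.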
PTHR1 ag – PTHR1 (human) receptor agonism | Q03431 | HEK293 GP2 PTHR1 cells, GloSensor cAMP luminescence, 1 h | Potency, µM (highest dose often 115 µM), for inactives: at the top dose activation, actives largely listed as activators | 410,000 tested, 0.075% active | AID 743266; note: potency is the fitted concentration of half-maximal effect; nearly all actives have a fitted effect of over 55% in size; some results filed as inactive show a strong effect at the top dose; inactives centre near -15; many of its hits are not listed in these tables
Target sequence (Q03431 whole entry, looked up): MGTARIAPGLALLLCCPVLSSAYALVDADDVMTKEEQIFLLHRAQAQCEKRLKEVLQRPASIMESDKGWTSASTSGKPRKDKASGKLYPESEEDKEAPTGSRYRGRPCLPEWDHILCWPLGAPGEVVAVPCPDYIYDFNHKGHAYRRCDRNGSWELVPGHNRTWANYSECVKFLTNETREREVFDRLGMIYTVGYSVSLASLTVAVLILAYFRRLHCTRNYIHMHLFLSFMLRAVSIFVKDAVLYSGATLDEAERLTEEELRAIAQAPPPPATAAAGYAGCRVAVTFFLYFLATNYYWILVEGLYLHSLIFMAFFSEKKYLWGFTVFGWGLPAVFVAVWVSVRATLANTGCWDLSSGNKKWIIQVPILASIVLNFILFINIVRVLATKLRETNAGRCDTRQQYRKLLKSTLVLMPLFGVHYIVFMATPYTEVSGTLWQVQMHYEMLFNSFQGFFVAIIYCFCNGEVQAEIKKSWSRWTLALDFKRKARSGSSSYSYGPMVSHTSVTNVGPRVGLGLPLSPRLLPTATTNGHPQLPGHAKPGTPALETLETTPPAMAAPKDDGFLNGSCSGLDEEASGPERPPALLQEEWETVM
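HEK-293-derived GP2 cells expressing PTHR1 and a GloSensor cAMP reporter, 3,000/well, plated overnight, given luciferin plus IBMX (each 0.5 mM as added) for 1 h at 37 °C, then compound for 1 h at 37 °C. Luminescence was read after 15 min at room temperature.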
MmCpn inh – M. maripaludis TRiC chaperonin inhibition | AID 504842 | Potency, µM (top dose mostly 76.9 µM), for inactives: at the highest dose activity, negative = inhibition, hits mostly inhibitors | 330,000 tested, 0.031% active | purified Mm-Cpn ATPase, ADP Transcreener TR-FRET; note: potency is the fitted concentration of half-maximal effect; % is set by controls: 0 for no effect and ±100 for the full control effect; nearly all actives have a fitted effect of over 80% in size
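25 nM Mm-CPN + cpd, 10 min 37°C; + 10 uM ATP, 30 min 37°C; buffer 30 mM Tris pH 7.4, 100 mM KCl, 5 mM MgCl2, 1 mM DTT; Transcreener ADP HTRF detection 30 min RT.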
GLP-1R inv ag – inverse agonists of human GLP-1 receptor; AID 624417; P43220; HEK293 GLP-1R CRE-luciferase, luminescence, 24 h; GLP-1R form is constitutively active; Potency, µM (titrated, usually from 38.3 µM), for inactives: top-dose activity change, negative = inhibition, hits mostly inhibitors; 410,000 tested, 1.6% active; note: potency is the fitted concentration of half-maximal effect; % is set by controls: 0 for no effect and ±100 for the full control effect; nearly all actives have a fitted effect of over 55% in size
Target sequence (P43220 whole entry, looked up): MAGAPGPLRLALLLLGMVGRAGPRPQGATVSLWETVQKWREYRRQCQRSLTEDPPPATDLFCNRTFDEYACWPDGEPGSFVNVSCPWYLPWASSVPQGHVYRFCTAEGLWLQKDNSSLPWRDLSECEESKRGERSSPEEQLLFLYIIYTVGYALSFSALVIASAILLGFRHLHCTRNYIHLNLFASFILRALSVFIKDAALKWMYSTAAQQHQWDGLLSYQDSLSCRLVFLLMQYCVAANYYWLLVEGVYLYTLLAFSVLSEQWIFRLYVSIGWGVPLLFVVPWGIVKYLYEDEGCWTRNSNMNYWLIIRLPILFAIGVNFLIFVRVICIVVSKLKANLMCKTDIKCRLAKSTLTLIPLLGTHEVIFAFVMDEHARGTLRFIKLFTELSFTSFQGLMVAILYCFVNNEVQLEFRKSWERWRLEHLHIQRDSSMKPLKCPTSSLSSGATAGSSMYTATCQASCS
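Cells are plated, allowed 12 hours at 37 deg C, then treated with compounds for 24 hr before luciferase detection reagent is added and luminescence is read after 12 min at room temperature. The HEK293 line carries constitutively active GLP-1R with a cAMP-responsive reporter.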
HEK293 tox – cytotoxic in the GLP-1 receptor inverse agonist counter-screen; HEK293 cAMP-luciferase reporter cells, luminescence, 24 h; Potency, µM (top dose mostly 38.3 µM), for inactives: at the highest dose activity change, negative = inhibition, usual class: inhibitors; 410,000 tested, 0.13% active; AID 624418;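 note: loss of luciferase light is scored as toxicity; potency is the fitted concentration of half-maximal effect; % is set by controls: 0 for no effect and ±100 for the full control effect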
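Luminescence readout: signal drop marks cytotoxicity. Plated cells grew 12 h at 37 °C, 5% CO2, received 23 nL compound for 24 h, then got luciferase reagent, read after 12 min at RT.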
Akt phos inh – Akt phosphorylation inhibition; Neuro2A IGF-stimulated pAkt S473 HTRF, 20 min; hits give low values; activity change, % for hits at 50 µM; 360,000 tested, 0.32% active; AID 651550; in the data active = activity change below about -80%; inconclusive = mostly about -51% to -80%; note: % is set by controls: 0 for no effect and ±100 for the full control effect
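Neuro2A cells (4,500/well, DMEM with 0.5% FBS) were treated with compound at a single 50 µM final concentration, stimulated with 6 nM IGF for 20 min at 37 °C, and lysed. Phospho-Akt Ser473 was read by HTRF as 665/615 ratio ×10^4.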
FUS suppressor – rescues growth of FUS-expressing yeast | S. cerevisiae FUS-expressing, growth rescue, OD600, 24 h | Potency, µM (series often up to 76.6 µM), inactives show top-dose growth rescue (activation), most hits filed as activators | 390,000 tested, 0.24% active | AID 1347120;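 note: potency is the fitted concentration of half-maximal effect; plate controls were DMSO vehicle for no effect and reference control for full effect; nearly all actives have a fitted effect of over 55% in size; some results filed as inactive show a strong effect at the top dose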
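FUS-expressing yeast, raffinose-pregrown, induced in 2% galactose minimal medium at OD 0.005; compounds in a dilution series, 24hr at 30C. Growth restoration read as absorbance at 600 nm. CP55940 positive control, DMSO negative.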
TDP-43 yeast inh – inhibitors of TDP-43 toxicity in yeast; 410,000 tested, 1.8% active; TDP-43 expressing yeast growth rescue, BacTiter-Glo, 24 h; Potency, µM (titrated, usually from 46.1 µM), without a hit: at the top dose growth rescue (activation), actives largely listed as activators; AID 652104; note: potency is the fitted concentration of half-maximal effect; % of control where 0% means no effect; nearly all actives have a fitted effect of over 50% in size
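Galactose-induced TDP-43 yeast, OD600=0.02, compound pinned; 24 hr, 30 deg C; BacTiter-Glo luminescence for growth. Inhibitors of TDP-43 toxicity read as activators.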
Numbers without * were called inactive; i = inactive; ? = inconclusive; · = not tested or not shown; & = joins results of further samples; [ ] = remark or other dose. Unless noted, calls come from the whole dose curve; as a rule, active = well fitted curve in the direction sought with a large enough effect; inconclusive = small, poorly fitted or top-dose-only effect, or another doubt; inactive = no such curve, though single readings can be large; an effect the other way counts as inactive or inconclusive. This is a subset, so the mix of outcomes need not match the whole.

Values run as follows: Abeta yeast res	aSyn rescue	PTHR1 ag	MmCpn inh	GLP-1R inv ag	HEK293 tox	Akt phos inh	FUS suppressor	TDP-43 yeast inh
Clc1ccc(-c2cn3cc(Cc4ccccc4)sc3n2)cc1
 : -9%	·	-82%[inhibitor]	·	-16%	0%	·	5%	0%
COc1ccc(Nc2c([N+](=O)[O-])ccc3c2=NC2(CCCCC2)N=3)cc1
 : ?	3%	-44%[inhibitor]	-2%	-9%	?	i	18%	-6%[1.82 µM]
Cc1cccc(C)c1NC(=O)CS(=O)CC(=O)Nc1ccc(F)cc1F (configuration not stated)
 : 12%	4%	-18%	-2%	-4%	-13%	i	18%	1%
Nc1ccc(C(=O)N2CCN(S(=O)(=O)c3ccc(Br)cc3)CC2)cc1[N+](=O)[O-]
 : 0%	7%	-28%	3%	?	-26%	i	20%	1%
COc1cccc(NC(=O)C2C3C=CC4(O3)C2C(=O)N(CCCN2CCCCC2)C4C(=O)NC2CCCCC2)c1 (configuration not stated)
 : -7%	7%	i	0%	-16%	-30%	i	18%	-15%
CSCCC(NC(=O)c1cccc(S(=O)(=O)N2CCOCC2)c1)C(=O)Nc1ccc(F)cc1 (configuration not stated)
 : 3%	1%	i	-1%	-5%	6%	i	·	-20%
Cc1noc(C)c1S(=O)(=O)Nc1ccc2c(c1)C(=O)N([C@H](C)CO)C[C@H](C)[C@@H](CN(C)C(=O)Nc1ccc3c(c1)OCO3)O2
 : 1%	4%	10%	0%	0%	-1%	i	25%	2%
FC(F)Oc1ccc(NC(=S)NC2CCSc3ccccc32)cc1 (configuration not stated)
 : 3%	-7%	-24%	-5%	?	?	i	·	9%
O=C(O)CN1C(=O)NC2(CCOc3ccccc32)C1=O (configuration not stated)
 : -6%	-9%	i	1%	9%	5%	i	-35%	-9%
NS(=O)(=O)c1ccc(CCNS(=O)(=O)c2cccc3nsnc23)cc1
 : -10%	1%	-15%	3%	1%	-1%	i	5%	26%
O=C(CCc1ccc(S(=O)(=O)NC2CCCCC2)cc1)NCc1ccc(Cl)cc1
 : 16%	1%	-27%	1%	?	-4%	i	-9%	21%
Cc1ccsc1/C=N/NC(=O)CNC(=O)c1ccco1
 : 6%	-1%	i	-1%	?	-15%	i	2%	-9%
Cc1c(C)[n+](=O)c(-c2ccco2)c(C)n1[O-]
 : 3%	1%	i	0%	14%	2%	i	-8%	-5%
COCc1cc(=O)[nH]c(-c2ccc(C(F)(F)F)cc2)n1
 : 1%	-3%	25%	0%	13%	11%	i	15%	-2%
CCOC(=O)c1c(C)nc(C)c(C(=O)OCC)c1-c1ccco1
 : 0%	-8%	i	1%	-18%	1%	i	23%	-15%
CCOC(=O)C1=CNS(=O)(=O)NC1c1ccc(OC(C)=O)cc1 (configuration not stated)
 : -1%	11%	1%	-2%	1%	3%	i	-21%	-2%
Cc1ccc(NC(=O)NCCCl)cc1S(=O)(=O)N1CCOCC1
 : -5%	2%	i	-3%	?	1%	i	11%	-6%
COc1ccc(N2C(=O)c3ccc(C(=O)OC(C)C)cc3C2=O)cc1
 : -13%	-19%	i	-2%	-19%	-1%	i	-27%	-11%
COC(=O)C1=C(C)N(Cc2ccccc2)C(=NCCc2cccnc2)N[C@H]1c1ccccc1
 : 11%	-5%	i	0%&0%	-20%	0%	i	-9%	11%
Cc1cc(C(=O)CSc2nc3ccc(Cl)cc3[nH]2)c(C)n1Cc1ccco1
 : 2%	6%	-31%[inhibitor]	·	?	6%	i	?	10%
COc1ccc(CN(CC(=O)NCc2ccc(F)cc2)C(=O)CCC(=O)Nc2ccccn2)cc1
 : -11%	-4%	0%	3%	0%	2%	i	16%	-7%
CCOC(=O)C1=NNC(C(=O)c2ccccc2)C1c1ccc(OC)cc1 (configuration not stated)
 : 27%	14%	-10%[57.5 µM]	·	-18%	-11%	i	3%	19%
Cc1ccc(-n2nc3c(N4CCCC(C(=O)NCCc5ccccc5)C4)nnc(C)c3c2C)cc1 (configuration not stated)
 : -2%	·	i	·	12%	-6%	·	10%	5%
CC(=O)N(C)C[C@@H]1Oc2ncc(C#Cc3ccc(F)cc3)cc2C(=O)N([C@@H](C)CO)C[C@H]1C
 : 0%	-2%	-51%[inhibitor]	·	1%	23%	i	30%	0%
CC(=O)c1ccc(N2C(=O)N(Cc3cccc(C(F)(F)F)c3)c3ccccc3S2(=O)=O)cc1
 : 20%	·	i	·	10µM*	-10%	·	40%	23%
COc1ccc(OC)c(NC(=O)c2ccccc2NS(=O)(=O)c2cccc3cccnc23)c1
 : -1%	-1%	i	-9%	-4%	13%	i	?	-6%
O=C(NCC(c1ccco1)N1CCCC1)c1cccc(NS(=O)(=O)c2ccc(Br)cc2)c1 (configuration not stated)
 : 24%	2%	i	1%	13%	5%	i	11%	13%
Clc1ccc2nc(NCc3ccccc3)c3nncn3c2c1
 : -14%	·	i	·	13%	-7%	·	12%	7%
C=CCN1C(=O)C(Cc2ccc(F)cc2)S/C1=N/N=C/c1cccs1 (configuration not stated)
 : -15%	-8%	i	-1%	?	4%	i	-6%	-13%
CCc1ccc(-c2nnn(CCC#N)n2)cc1
 : 0%	4%	i	3%	32%[activator]	2%	i	-18%	0%
COc1ccc(Nc2nc(Nc3ccc(OC)cc3OC)nc(N3CCOCC3)n2)c(OC)c1
 : -23%	·	-24%	·	-1%	15%	·	6%	-9%
CC(C)Cc1ccc(C(=O)Nc2ccc(Cc3ccncc3)cc2)o1
 : -11%	-1%	-93%[inhibitor]	1%	?	-11%	i	13%	7%
Cc1cc(-c2nnc(CCC(=O)N3CCN(Cc4cccc(F)c4)CC3)o2)c(C)o1
 : 5%	-2%	i	-2%	-11%	6%	i	22%	0%[0.397 µM]
CCSc1ccc([C@@H]2[C@H]3C(=O)N(CC)C(=O)[C@H]3[C@]3(C(=O)OC)CCCCN23)cc1OC
 : 3%	-8%	-34%[inhibitor]	0%	?	2%	i	44%	13%
O/N=C(\Cc1cscn1)c1ccc(O)cc1O
 : 5%	-10%	-5%[57.5 µM]	2%	4%	-30%	i	2%	-3%
CC(C)C(=O)Nc1ccc2nc(SCCOc3ccccc3)sc2c1
 : -11%	·	-18%	·	6%	2%	·	-3%	6%
CC(C)(C)NCC1(CO)SC(N)=NC1=O (configuration not stated)
 : -3%	-2%	-9%[57.5 µM]	2%	0%	-20%	i	11%	8%
COc1ccc(NC(=O)c2csnn2)cc1
 : 10%	·	i	·	18%	1%	·	13%	13%
O=C1NC[C@H](CCCCN2CCN(CCC3CCCCC3)C(=O)C2=O)N(CCC2CCCCC2)C1=O
 : -5%	-7%	-19%	·	31%[activator]	4%	i	17%	17%
COc1ccc(OC)c2[nH]c(=O)c(CCNC(=O)c3cccs3)cc12
 : -10%	7%	i	1%	-5%	8%	i	·	-3%
CCCc1ccc(OCc2ccc(C(=O)O)o2)c(OC)c1
 : 2%	3%	-18%[57.5 µM]	2%	?	0%	i	-15%	8%
Cc1cccc(N2CCN(C(=O)c3nn(C)c4c3CS(=O)(=O)c3ccccc3-4)CC2)c1C
 : -5%&14%	12%	-32%&-26%[inhibitor]	-11%	-6%&18%	5%&0%	·	37%&22%	?
CCOC(=O)c1c(C)[nH]c(C(=O)OCC(=O)Nc2ccc(OCC)cc2)c1C
 : 14%	3%	-30%[inhibitor][57.5 µM]	1%	2%	-6%	i	25%	-13%
CSc1cccc(NC(=O)CN(c2cc(C)ccc2C)S(C)(=O)=O)c1
 : 9%	11%	i	2%	?	-13%	i	26%	9%
Cc1ccc(C(=O)C(C)N2C(=O)NC(C)(c3ccccc3)C2=O)cc1 (configuration not stated)
 : 2%	11%	-28%	0%	11%	-5%	i	-2%	-8%
CCCCOC(=O)CSc1nnc(-c2ccc(C)cc2)o1
 : -27%	·	i	·	-7%	0%	·	-8%	26%
C=C(C)C1CC=C(C)/C(=N/NC(=O)c2ccccc2[N+](=O)[O-])C1 (configuration not stated)
 : -8%	8%	-27%	-2%	?	0%	i	1%	-19%
COc1ccccc1Nc1nc(-c2ccc([N+](=O)[O-])cc2)nc2ccccc12
 : 1%	6%	i	·	18%	1%	i	-3%	18%
C#CCOC(=O)C1C2C=CC(C2)C1C(=O)O (configuration not stated)
 : 9%	-5%	i	-2%	8%	1%	i	1%	1%
COc1ccc(CNC(=O)CSc2ccc(Br)cc2)cc1OC
 : 4%	6%	-27%	1%	1%	8%	i	·	?
CCOC(=O)c1cc(C#N)c(Oc2cccc(C(F)(F)F)c2)nc1-c1ccccc1
 : 24%	5%	i	-1%	?	0%	i	6%	9%
O=C(c1cc(-c2ccccn2)nc2ccc(Br)cc12)N1CCN(S(=O)(=O)c2ccccc2)CC1
 : -9%	-9%	-13%	-2%	14%	-1%	i	-1%	-12%
CCOc1ccccc1NC(=O)CN(c1ccc(C)cc1)S(=O)(=O)c1c(C)noc1C
 : 4%	11%	-9%[57.5 µM]	1%	?	13%	i	37%	-17%
COc1ccc2c(C(=O)CN3CCN(CCO)CC3)c[nH]c2c1
 : -21%	-9%	i	-1%	0%	14%	i	38%	-18%

Assay outcomes as filed in PubChem BioAssay.
